Bioassay records as filed in PubChem BioAssay.
ZTA DNA inh: counter-screen for EBNA-1 inhibitors: inhibitors of Epstein-Barr virus ZTA; inhibition, % at 11 µM; P03206; actives 0.15% (n = 320,000); ZTA-DNA binding, fluorescence polarization; AID 2234; in the data active = inhibition above about 33%
Target sequence (P03206 whole entry, looked up): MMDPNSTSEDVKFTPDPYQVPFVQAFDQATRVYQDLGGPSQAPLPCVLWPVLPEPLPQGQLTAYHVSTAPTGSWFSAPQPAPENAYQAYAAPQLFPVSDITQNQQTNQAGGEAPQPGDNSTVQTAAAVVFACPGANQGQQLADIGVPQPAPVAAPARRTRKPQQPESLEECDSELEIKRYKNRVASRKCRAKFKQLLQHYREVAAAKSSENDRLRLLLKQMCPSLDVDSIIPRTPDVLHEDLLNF
PAFAH2 FP inh: PAFAH2 (human) inhibition | inhibition, % at 3.39 µM | actives 0.99% (n = 340,000) | recombinant PAFAH2, FP-rhodamine activity probe, fluorescence polarization;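 active = inhibition above the mean over all tested compounds plus 3 SD, cut at about 30% in these data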;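 also: inhibitors block probe labeling of enzyme so polarization drops; 0% = enzyme with DMSO and 100% = wells lacking PAFAH2 protein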
PAD4 inh: inhibitors of human PAD4 | Q9UM07 | recombinant PAD4, RCA probe fluorescence polarization | inhibition, % at 6.36 µM | actives 0.41% (n = 330,000);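 active = percent inhibition above a cutoff equal to the mean of all tested compounds plus 3 SD, cut at about 15% in these data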;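 also: 0% = PAD4 with RCA probe and DMSO and 100% = probe without PAD4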
PREPL inhibitor: human PREPL enzyme inhibition; recombinant PREPL, fluorescence polarization activity-based probe; inhibition, % at 5.96 µM; actives 0.68% (n = 320,000); in the data active = inhibition above about 43%;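 also: 0% = enzyme with DMSO and 100% = wells lacking enzyme; many of its hits are not listed in these tables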
EBNA-1 inhibitor: blocks EBNA-1 binding to DNA; actives 0.34% (n = 300,000); inhibition, % at 14.8 µM; EBNA-1 DNA binding, fluorescence polarization; in the data active = inhibition above about 28%
PAFAH1B3 FP inh: PAFAH1B3 (human) inhibition; Q15102; recombinant PAFAH1B3, FP-rhodamine probe, fluorescence polarization; inhibition, % at 3.39 µM; actives 0.28% (n = 340,000);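 active = inhibition above the screen-wide average of all tested compounds plus 3 SD, cut at about 25% in these data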;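 also: 0% = enzyme with DMSO only and 100% = wells lacking PAFAH1B3 protein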
Target sequence (Q15102 whole entry, looked up): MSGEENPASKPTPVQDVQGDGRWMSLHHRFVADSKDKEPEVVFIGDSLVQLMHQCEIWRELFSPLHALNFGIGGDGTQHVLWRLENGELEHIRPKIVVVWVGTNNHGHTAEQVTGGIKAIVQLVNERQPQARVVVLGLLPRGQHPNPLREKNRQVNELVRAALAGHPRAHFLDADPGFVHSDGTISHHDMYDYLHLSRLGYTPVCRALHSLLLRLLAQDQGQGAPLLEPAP
GSTO1 inh: blocks human GSTO1 in RBBP9 counter-screen; P78417; actives 1.1% (n = 300,000); inhibition, % at 5.96 µM; recombinant GSTO1, activity-based probe fluorescence polarization;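 active = inhibition above the campaign mean inhibition plus 3 SD, cut at about 35% in these data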;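 also: 0% = GSTO1-1 with DMSO and 100% = wells lacking GSTO1-1 enzyme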
Target sequence (P78417 whole entry, looked up): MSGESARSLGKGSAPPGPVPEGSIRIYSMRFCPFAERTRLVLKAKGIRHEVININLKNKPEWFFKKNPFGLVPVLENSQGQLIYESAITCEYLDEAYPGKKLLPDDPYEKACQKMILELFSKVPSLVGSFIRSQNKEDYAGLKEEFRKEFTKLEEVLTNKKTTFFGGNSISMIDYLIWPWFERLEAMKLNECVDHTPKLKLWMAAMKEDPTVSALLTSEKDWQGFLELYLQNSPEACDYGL
LYPLA1 inh: counter-screen for PME1 inhibitors: inhibitors of human LYPLA1; recombinant LYPLA1, FP-Rh probe fluorescence polarization; actives 0.16% (n = 320,000); AID 2174; inhibition, % at 5.9 µM;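 active = inhibition above the mean of all tested compounds plus 3 SD, set per campaign, cut at about 14% in these data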;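 also: inhibitors block serine hydrolase probe labeling of LYPLA1 so polarization falls; 0% = enzyme with DMSO and 100% = wells lacking LYPLA1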
LYPLA2 counter: blocks human lysophospholipase 2, a PME1 counter-screen. O95372. recombinant LYPLA2, FP-Rh probe fluorescence polarization. actives 0.38% (n = 320,000). AID 2177. inhibition, % at 5.9 µM;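 active = inhibition above the screen-wide mean plus 3 SD, limit set per campaign, cut at about 26% in these data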;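 also: 0% = LYPLA2 with DMSO and 100% = wells lacking LYPLA2 enzyme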
Target sequence (O95372 whole entry, looked up): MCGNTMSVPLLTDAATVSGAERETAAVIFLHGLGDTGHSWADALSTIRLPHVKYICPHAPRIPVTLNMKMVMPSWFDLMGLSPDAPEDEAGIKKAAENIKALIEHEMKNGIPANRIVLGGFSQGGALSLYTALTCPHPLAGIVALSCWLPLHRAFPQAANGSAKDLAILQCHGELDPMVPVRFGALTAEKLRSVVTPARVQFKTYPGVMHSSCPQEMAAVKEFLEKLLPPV
The depositor's hits bear a star; nt = no result given. Some of the compounds tested; rates above refer to the full screens.

Under each structure: ZTA DNA inh	PAFAH2 FP inh	PAD4 inh	PREPL inhibitor	EBNA-1 inhibitor	PAFAH1B3 FP inh	GSTO1 inh	LYPLA1 inh	LYPLA2 counter
[1] COC(=O)N/N=C/c1ccccc1Cl
 : 1.2	-1.9	3.2	2.2	14.2	0.4	4.4	-1.3	-2.8
[2] COc1ccc(NC(=O)CN(C)C(=O)CCCNC(=O)c2ccc(Cl)cc2)cc1
 : 17.8	5.8	-1.1	-8.4	2.5	0.7	-0.7	2.6	3.5
[3] Cc1cccc(Nc2nnc(SCC(=O)c3ccc(O)cc3O)s2)c1
 : 6.4	-6.7	1.2	-1.3	3.3	6.5	-4.5	-1.7	5.7
[4] CCCc1nc(SCC(=O)O)c2sc(=S)n(-c3ccccc3)c2n1
 : 7.5	1.4	-0.9	2.2	-6.2	8.8	-1.6	5.7	1.1
[5] COc1cc(-n2c(C)nc3cc(C(=O)NCc4ccco4)ccc32)cc(OC)c1OC
 : -2.1	-3.8	3.6	15.2	-13.0	1.2	12.8	-3.0	-5.7
[6] Cc1ccc(NC(=O)c2ccc(-n3cccn3)c([N+](=O)[O-])c2)cc1C
 : -5.9	-2.0	-0.8	17.2	1.2	6.1	-0.8	-0.2	9.1
[7] CCC(C)NC(=O)C(NS(=O)(=O)c1cccc2nsnc12)c1ccccc1 (stereo unspecified)
 : 3.9	-18.1	1.8	4.6	1.9	9.0	-4.8	-0.7	-2.7
[8] Cc1ccc(CCNC(=O)C2CCN(C(=O)N(C)C)CC2)cc1
 : 10.9	1.6	2.7	-1.1	7.2	5.8	3.8	0.1	1.7
[9] CC1CC(C)(C)n2c(O)c(N=NC(N)=S)c3cccc1c32 (stereo unspecified)
 : 0.5	-3.4	1.5	-6.3	-5.8	8.1	0.1	2.0	-0.3
[10] COc1ccccc1OCCC(=O)NCc1ccc2c(c1)OCO2
 : 7.7	1.4	4.4	-1.7	3.9	4.9	3.2	0.1	2.5
[11] COc1ccccc1NC(=O)CN(Cc1ccco1)C(=O)c1ccc(Cl)nc1
 : 6.1	-2.1	-3.0	7.8	10.4	1.9	-1.2	-0.9	5.6
[12] CC1CCCC(=NNC(=O)C2COc3ccccc3O2)C1 (stereo unspecified)
 : nt	5.7	1.2	6.4	nt	8.4	nt	nt	nt
[13] Cc1ccc(/C=N/NC(=O)CN2CCN(Cc3ccccc3Cl)CC2)o1
 : -9.7	0.0	0.8	9.9	10.2	4.7	-4.8	1.8	6.9
[14] Cc1cc(C)n(/C(=C/N(C)C)C(=O)c2ccccc2)n1
 : 6.7	-2.5	1.2	10.6	-0.8	6.4	2.4	-0.1	1.2
[15] O=C1CC(c2ccc(F)cc2)CC(O)=C1C1NCCc2ccccc21 (stereo unspecified)
 : 4.0	-7.7	2.3	-1.0	-8.9	2.8	-6.3	-3.6	-2.1
[16] O=C(NCC(c1cccs1)N1CCOCC1)c1cn(-c2ccccc2)nc1-c1ccc(F)cc1 (stereo unspecified)
 : -1.9	4.4	2.0	-9.2	-1.0	-5.8	-7.4	-1.1	-4.6
[17] Cc1cc(C(C)(C)C)oc1C(=O)N(CC(=O)NC1CCCC1)Cc1ccccc1Cl
 : -7.8	3.6	-7.0	2.9	-6.8	11.5	-2.1	-2.1	1.1
[18] CN(C)c1ccc(/C=C/C=C2/SC(=S)N(c3ccccc3)C2=O)cc1
 : 15.2	-20.5	-86.9	-27.3	16.3	-36.1	-191.3	-28.4	-68.4
[19] c1ccc(COn2nnc3ccccc32)c(COn2nnc3ccccc32)c1
 : -1.5	1.1	0.8	-11.3	3.0	9.6	19.0	-1.4	-0.8
[20] Cc1ccc(-n2ncc3c(=O)n(CC(=O)NC4CCCCC4)cnc32)cc1
 : -5.3	-4.2	-1.2	4.3	-8.8	-8.6	5.3	-1.2	9.0
[21] COc1ccc(CNc2cccc3[nH]c(C(F)(F)F)nc23)cc1
 : -0.6	0.1	-1.8	12.9	5.7	2.2	6.3	-2.7	4.7
[22] Cc1cc(Nc2cccc(Cl)c2)nc(N2CCOCC2)n1
 : -12.4	-3.0	0.2	9.0	7.4	3.4	-3.2	-0.1	-4.7
[23] Cc1noc(C)c1COC(=O)c1cc2c(C)nn(-c3ccc(F)cc3)c2s1
 : 8.8	-0.9	-5.3	2.2	-1.3	11.1	3.2	-1.1	-1.0
[24] CCOC(=O)C1=C(c2ccccc2)NC(SCC(=O)Nc2ccccc2C)=C(C#N)C1c1ccco1 (stereo unspecified)
 : -4.4	-14.1	-1.8	19.0	-7.6	3.9	-4.2	-24.6	-57.4
[25] CCOc1ccc(CCNC(=O)CS(=O)Cc2nc(-c3ccc(C)cc3)oc2C)cc1 (stereo unspecified)
 : -20.9	-6.7	1.9	-8.8	-5.6	1.0	2.5	3.2	2.4
[26] C=CCOc1ccc(/C=C/C(=O)OCC(=O)NCCc2ccccc2)cc1
 : -5.9	28.1	-3.3	-3.9	-4.9	-1.8	-4.8	-1.2	6.9
[27] Cn1c(/C(C#N)=C(\O)c2ccc([N+](=O)[O-])cc2)nc2ccccc21
 : 10.0	-1.9	-0.3	3.6	0.7	11.2	3.7	-0.4	0.7
[28] CCOc1ncccc1C(=O)NCC1COc2ccccc2O1 (stereo unspecified)
 : -12.8	3.9	-8.1	15.9	-14.6	2.3	4.8	1.9	1.5
[29] CCOc1ccc(NC(=O)CN(C)S(=O)(=O)c2ccc3c(c2)CCC(=O)N3)cc1
 : -7.7	-3.2	-5.4	23.4	0.1	0.1	-3.9	-0.3	7.8
[30] O=c1c2ccccc2c(/C=N/c2n[nH]c(CCCO)n2)c(O)n1-c1ccccc1Cl
 : -23.0	1.2	-4.2	10.3	-8.7	5.5	2.5	-3.2	-2.5
[31] Cn1c(SCc2cccc3ccccc23)nnc1-c1ccco1
 : -0.6	6.1	-3.2	0.4	8.7	-2.4	3.9	-3.1	-4.6
[32] CC1CC(C)CN(c2ccc(NS(=O)(=O)c3ccccc3)cc2C(=O)O)C1 (stereo unspecified)
 : 17.8	-15.1	1.4	3.4	1.9	3.3	4.6	-2.0	-0.5
[33] CCOC(=O)N1CCN(C(=O)c2ccc3ccccc3c2)CC1
 : -8.8	2.6	-0.9	13.8	-12.2	-6.8	-1.1	-1.1	1.4
[34] COC(=O)C1=C(C)N(c2cccc(Cl)c2)C(=O)C1
 : 4.2	-2.4	0.7	5.8	0.3	5.2	2.2	-4.3	-1.2
[35] COc1ccc(NC(=O)CN2C(=O)NC(C)(C3CC3)C2=O)c(OC)c1 (stereo unspecified)
 : 14.0	-0.5	-4.0	3.8	nt	4.4	nt	-0.2	5.7
[36] CCCn1c(SCC(=O)NC)nnc1C(C)C
 : 5.7	4.5	4.9	0.6	4.0	12.3	-5.4	0.6	-4.9
[37] O=C(C1CC1)N1N=C(c2ccncc2)CC1(O)C(F)(F)F (stereo unspecified)
 : 7.5	5.5	-0.8	-3.8	3.4	0.0	-0.2	1.0	-2.5
[38] COc1ccc(Oc2ccc(C(F)(F)F)cc2NC(=O)CC(CC(=O)O)c2ccccc2)cc1 (stereo unspecified)
 : -2.2	-1.4	4.5	-0.7	3.7	0.7	43.5*	1.3	2.5
[39] COC(=O)c1cc2n3ccccc3c(C)c(-c3ccccc3)c-2c1C(=O)OC
 : -6.6	16.3	2.4	29.0	-10.1	8.3	2.3	8.2	12.1
[40] c1ccc2c(c1)CC1(CCCCC1)n1nnnc1-2
 : -20.2	-0.5	1.6	-2.1	-7.1	8.8	-2.7	3.4	3.4

4 entries from above, in transposed form.
18	CN(C)c1ccc(/C=C/C=C2/SC(=S)N(c3ccccc3)C2=O)cc1
34	COC(=O)C1=C(C)N(c2cccc(Cl)c2)C(=O)C1
26	C=CCOc1ccc(/C=C/C(=O)OCC(=O)NCCc2ccccc2)cc1
39	COC(=O)c1cc2n3ccccc3c(C)c(-c3ccccc3)c-2c1C(=O)OC
compound no.	18	34	26	39
ZTA DNA inh	15.2	4.2	-5.9	-6.6
PAFAH2 FP inh	-20.5	-2.4	28.1	16.3
PAD4 inh	-86.9	0.7	-3.3	2.4
PREPL inhibitor	-27.3	5.8	-3.9	29.0
EBNA-1 inhibitor	16.3	0.3	-4.9	-10.1
PAFAH1B3 FP inh	-36.1	5.2	-1.8	8.3
GSTO1 inh	-191.3	2.2	-4.8	2.3
LYPLA1 inh	-28.4	-4.3	-1.2	8.2
LYPLA2 counter	-68.4	-1.2	6.9	12.1

Next records:
Under each structure: ZTA DNA inh	PAFAH2 FP inh	PAD4 inh	PREPL inhibitor	EBNA-1 inhibitor	PAFAH1B3 FP inh	GSTO1 inh	LYPLA1 inh	LYPLA2 counter
[41] O=C(Cn1ccc(NC(=O)OCc2ccccc2)nc1=O)NCc1ccc2[nH]ccc2c1
 : 1.7	3.8	-3.0	13.3	nt	4.3	nt	-1.5	3.7
[42] N#Cc1cccc(NC(=O)COC(=O)c2cccc(N3C(=O)c4ccccc4C3=O)c2)c1
 : 3.1	66.9*	-1.8	-10.6	-11.0	-12.8	2.1	12.8	11.0
[43] CCc1ccc(NC(=O)C(=O)NCC2CCCN2S(=O)(=O)c2ccccc2)cc1 (stereo unspecified)
 : -0.6	1.6	-1.9	12.6	1.4	-6.0	2.1	-2.5	2.5
[44] N#CC1=C(N)n2c(s/c(=C\c3cccs3)c2=O)=C(C#N)C1c1cccs1 (stereo unspecified)
 : 4.9	17.4	-2.4	5.4	0.0	-4.4	2.4	-2.5	-6.8
[45] O=C(NCCO)/C(=C/c1cccc([N+](=O)[O-])c1)NC(=O)c1ccco1
 : -2.8	1.3	5.5	2.9	5.7	4.6	-4.9	0.4	11.7
[46] CCCCCn1c(N)c(-c2nc3ccccc3s2)c2c([N+](=O)[O-])nn(C)c(=O)c21
 : 2.5	-1.5	0.4	11.4	-14.5	5.7	-6.3	-2.9	-0.5
[47] O=C(Nc1ccc(-n2cnnn2)cc1)C1CCCN1C(=O)Nc1ccc(Br)cc1 (stereo unspecified)
 : -15.7	-0.8	-1.6	-28.8	-9.8	6.9	5.5	-2.5	-5.7
[48] COC(=O)CCP(=O)(O)Cc1ccccc1CP(=O)(O)CCC(=O)OC
 : -0.5	3.0	-0.9	-2.1	-0.5	9.4	-0.9	5.1	6.5
[49] COc1ccc(S(=O)(=O)Nc2cccc(C(C)=O)c2)cc1Br
 : 3.0	0.4	-0.4	-19.7	1.4	12.6	7.4	-3.8	-6.7
[50] CCn1cc(C(=O)NCCN(C)C)c(=O)c2cc(F)c(N3CCN(C)CC3)cc21
 : 21.9	-1.0	-3.2	6.4	9.1	0.4	2.3	-0.1	5.1
[51] CC1CCCCN1C(=O)c1cccc(NC2=C(Cl)C(=O)N(Cc3ccccc3)C2=O)c1 (stereo unspecified)
 : -7.8	-1.7	-5.4	8.1	nt	0.2	nt	-3.2	-3.8
[52] O=C(N=Nc1c(O)[nH]c2ccccc12)c1cccc(S(=O)(=O)Nc2ccccc2Cl)c1
 : -15.0	20.8	-1.7	13.6	8.6	7.8	4.3	2.2	12.5
